Source: PubChem BioAssay (NCI)
Growth percent in the NCI-60 one-dose screen (48 h, 10 µM unless noted): 100 = growth as untreated, 0 = no growth, -100 = all killed.
SN12C: SN12C renal cancer cells. 3.8% of 81,000 active
NCI/ADR-RES: NCI/ADR-RES ovarian cells | 4.4% of 81,000 active | AID 1794790
ACHN: ACHN renal cancer; 4.9% of 81,000 active; AID 1794771
786-0: 786-0 renal cancer cells; 5.1% of 81,000 active
CAKI-1: CAKI-1 renal cancer. AID 1794772. 4.7% of 75,000 active
TK-10: TK-10 renal cancer cells; AID 1794769; 3.9% of 81,000 active
IGROV1: IGROV1 ovarian cancer. AID 1794786. 4.7% of 79,000 active
UO-31: UO-31 renal cancer. 5.2% of 81,000 active. AID 1794768
* marks the source's active call; other numbers are inactive results; nt = no result given. The calls were made as follows: active = growth percent below 10; inactive = the rest.

SMILES	SN12C	NCI/ADR-RES	ACHN	786-0	CAKI-1	TK-10	IGROV1	UO-31
O=C(Nc1ccc(Oc2ccc(F)cc2)c(Cl)c1)c1ccccn1	105	88	103	94	85	99	98	77
CCCCCC/C=C1\CCC(CN2CCCC2)C1=O (configuration not stated)	103	105	114	77	102	124	113	90
Cc1cc2c(-c3ccc(NC(=O)[C@H](N)CC(C)(C)C)cc3C)ccnc2[nH]1	94	98	102	49	76	97	107	84
CCC(C(=O)[C@@H](C)[C@@H](O)[C@H](C)[C@@H]1O[C@@H]([C@@H](CC)C(=O)ONC(=O)c2ccccc2)CC[C@@H]1C)[C@H]1O[C@]2(C=CC(=O)[C@]3(CC[C@@](C)([C@H]4CC[C@](O)(CC)[C@H](C)O4)O3)O2)[C@H](C)C[C@@H]1C (some centres not stated)	-49*	12	-47*	9.1*	17	53	-76*	-95*
COc1ccc(-c2nn3c(-c4cc(F)c(Cl)cc4Cl)nnc3s2)cc1	73	3.6*	67	46	38	105	41	50
CCN=c1sc2c(n1NC(=O)c1cc3ccc1CCc1ccc(cc1)CC3)C(=O)c1ccccc1C2=O	-91*	-23*	-90*	-90*	8.9*	89	-40*	-73*
COc1cc(C2=NNC(=O)Cc3cc4c(cc32)OCCO4)ccc1N	104	104	95	106	91	104	102	88
O=c1cc(-c2ccccc2)[nH]c2ncc(-c3ccc(F)cc3)n12	88	45	88	79	48	105	67	69
CCOC(=O)c1ccc(Nc2ncnc3ccc(NC(=O)c4cccs4)cc23)cc1	95	88	93	91	nt	90	95	76
CCN(CC)C(=NC(C)(C)C)c1ccccc1	104	109	105	102	119	103	101	86
N#Cc1c(-c2ccccc2)cc(-c2ccccc2)n(CCCCCCC(=O)O)c1=O	99	102	99	105	98	105	105	83
OCCN(CCO)c1ccc2c(c1)Cc1cc(F)ccc1-2	98	95	101	105	79	102	92	79
N[C@@H](CSSC[C@H](N)C(=O)Nc1ccc(OCC2CCCC2)cc1)C(=O)Nc1ccc(OCC2CCCC2)cc1	-98*	-77*	-100*	-60*	-99*	-95*	-92*	-100*
CC(=O)Nc1nonc1-c1nc2ccccc2n1Cc1cccc(C(F)(F)F)c1	76	97	78	57	46	41	98	42
CC(C)(C)c1cc(NCc2ccc(Cl)cc2)n(-c2ccccc2)n1	93	102	89	92	nt	109	160	97
CC1(C)CC(=O)CC2(C1)N=C(N)Nc1nc3ccccc3n12 (configuration not stated)	100	106	92	107	105	105	91	97
CN(C(=O)C1CC=CCC1C(=O)N(C)c1ccccc1)c1ccccc1 (configuration not stated)	96	104	101	102	96	129	98	79
CC(C)CCSc1nc(Nc2ccccc2)c(C#N)c(-c2ccccc2)n1	27	52	-21*	8.8*	27	25	17	13
C=CCn1c(SCC(=O)Nc2ccc(C(=O)/C=C/c3cc4cc(OC)ccc4nc3Cl)cc2)nnc1-c1ccc(Br)cc1	82	92	92	81	76	93	78	65
Oc1ccc(Br)cc1C=Nc1cccc2c1C(O)c1ccccc1-2 (configuration not stated)	91	99	97	105	84	109	87	72
CC(C)(C)c1ccc([N+](=O)[O-])cc1	115	108	nt	92	nt	93	103	92
CCOC(=O)CC1(C)SCCN1C(=O)OCC (configuration not stated)	102	107	102	102	103	100	103	92
CCOc1ccc2nc(NC(=O)c3ccc(C(C)(C)C)cc3)sc2c1	88	82	88	102	93	97	87	69
O=C(O)CCc1nc2c(=O)[nH]c(SCC(=O)O)nc2[nH]c1=O	99	104	105	98	95	105	100	86
COc1ccc(/C=C/C(=O)c2ccccc2)cc1Br	97	112	109	106	97	117	113	97
NCC[C@@H](O)C(=O)N[C@@H]1C[C@H](N)[C@@H](O[C@H]2O[C@H](CN)[C@@H](O)[C@H](O)[C@H]2O)[C@H](O)[C@H]1O[C@H]1O[C@H](CO)[C@@H](O)[C@H](N)C1O (some centres not stated)	86	99	103	104	95	99	107	80
COc1ccc(NC(=O)c2sc3ncccc3c2N)cc1	98	98	97	105	78	130	82	64
C=C(C)[C@H]1CC2=C(C(=O)OC)C=C(O2)[C@H]2O[C@]2(C)C[C@H]2C=C(CC1=O)C(=O)O2	98	109	100	102	96	101	108	93
CCCCN(CCCC)CCCN=c1nc2c(c(N)n1-c1ccccc1)c(=S)n(-c1ccccc1)c(=S)n2-c1ccccc1	-99*	-71*	-96*	-100*	nt	-90*	-71*	-81*
Oc1c(Cl)cc(Cl)cc1C=NCC1CCC(CN=Cc2cc(Cl)cc(Cl)c2O)CC1 (configuration not stated)	86	85	101	97	92	124	70	46
COc1ccc(C(=O)Nn2cnc3oc(-c4ccc(OC)cc4)cc3c2=N)cc1	101	112	108	100	95	115	109	94
c1ccc2cc(SCCCN3CCOCC3)ccc2c1	90	101	98	99	104	94	44	102
O=C1CCC(On2nnc3ccccc32)N1 (configuration not stated)	102	96	98	98	93	100	108	94
CCCCCCCC/C=C/CCCCCCCCC1=NCCN1CCO	64	81	59	75	81	124	64	38
NCCC(=O)NO	94	100	106	108	92	96	116	91
CCOC(=O)C(C#N)(CC)CC	99	110	111	103	nt	98	114	96
CCCCCCCC/C=C/CCCCCCCC1=NC(C)(C)CN1C(C)C	17	-6.5*	-78*	nt	31	-15*	-30*	-17*
NC1(C(=O)O)CCCCC1c1ccccc1 (configuration not stated)	91	111	111	110	107	95	101	80
COc1ccc(-c2nc(-c3nc4ccc(C)cc4[nH]3)cc3c2[nH]c2ccccc23)cc1	29	19	27	70	44	45	nt	nt
Cc1c(C(=O)OC(CO)CO)cc(-c2ccc(Cl)cc2)n1-c1ccccc1	99	100	88	103	103	130	119	88
COc1cc(C#Cc2ccc(=O)oc2C#Cc2ccccc2)cc(OC)c1OC	16	90	89	83	96	134	67	77
Nc1ccccc1Sc1cc(Cl)nnc1Cl	98	100	112	108	nt	115	nt	nt
COc1cc2cc(C(=O)N3C[C@@H](CCl)c4c3cc(OC(=O)N(CCC(=O)N3CCN(C)CC3)[C@H]3CCSSC3)c3ccccc43)[nH]c2c(OC)c1OC	-10*	-55*	-6.8*	-80*	14	8.7*	-17*	-27*
O=C(O)CNC(=O)CNC(=O)OCc1ccccc1	97	98	95	101	85	120	96	67
Cc1cccc(Cl)c1NC(=O)Nc1nnc2c3c4c(sc3ncn12)CCCC4	94	94	86	98	81	104	88	84
CCCCN(CCCC)CC(O)c1cc2ccccc2c2cc(Br)ccc12 (configuration not stated)	67	85	68	81	82	91	63	52
NNC(=O)CCCCCC(=O)NN	112	108	105	103	104	102	90	77
Cc1cc(N=Nc2ccc(-c3ccc(N=Nc4ccc(O)c(C(=O)O)c4)cc3)cc2)c(N)c(N=Nc2ccc(C(=O)O)cc2)c1N	91	98	80	84	86	134	83	77
CCCCNNC(=O)c1ccc(-c2cccc(F)c2F)cc1	56	13	22	51	31	13	31	3.5*
Oc1c2ccccc2cc2ccccc12	100	98	102	94	nt	85	99	95
CCCc1cc(=O)oc2c3c(c4c(c12)OC(C)(C)C=C4)OC(C)[C@H](C)[C@@H]3O (some centres not stated)	86	72	82	91	nt	100	nt	63
Clc1ccc(SC/C=C/CSc2ccc(Cl)cc2)cc1	98	104	117	85	92	71	98	86
Nc1nc2nc(/N=N/SCCO)[nH]c2c(=O)[nH]1	105	100	99	103	92	90	105	91
CCCCC[C@H]1C/C=C2/C(=O)C=C[C@@H]2C/C=C\CCCC(=O)O[C@@H](CCCCC)C/C=C2/C(=O)C=C[C@@H]2C/C=C\CCCC(=O)O1	-66*	-2.1*	-93*	-87*	nt	-83*	-68*	-97*
C=C(C)CCC(=C)C	110	108	116	nt	101	104	109	91
CC(C#N)C(O)(c1ccccc1)c1ccccc1 (configuration not stated)	102	103	105	99	nt	101	107	103
CC(=O)Nc1ccc2c(c1)[nH]c(=O)c1ccccc12	77	90	108	93	75	77	84	57
COc1ccc(-c2nc3c(ncc4ccc(-c5ccccc5OC)nc43)s2)cc1	102	89	89	99	93	100	118	86
CC1(C)N=C(N)N=C(N)N1c1cccc(/C=C/C=C/c2cccc([N+](=O)[O-])c2)c1	84	108	96	92	97	51	35	82
O=C(O)Cn1c(=S)sc2ccccc21	100	100	108	104	99	86	99	84

(continued)
SMILES	SN12C	NCI/ADR-RES	ACHN	786-0	CAKI-1	TK-10	IGROV1	UO-31
CCN(C(=O)c1ccc(NC(=O)C2C3C=CC(C3)C2C(=O)O)cc1)c1ccccc1 (configuration not stated)	105	99	97	98	101	111	100	99
N#C/C(=C\c1ccc[nH]1)c1cc2ccccc2[nH]1	72	77	70	93	52	nt	59	55
NCCCCCCN(CCO)CCO	102	105	111	94	102	93	122	97
Cc1ccc(Cl)cc1NC(=O)Nc1nc2ccc([N+](=O)[O-])cc2s1	-26*	-17*	-20*	-28*	-26*	2.1*	8.2*	-16*
Nc1ccc2c(c1)[nH]c(=O)c1ccccc12	102	97	106	86	81	130	123	81
NC(N)=Nc1ccc(Oc2cccc(Nc3ccc(Cl)c(C(F)(F)F)c3)c2)cc1	27	92	74	53	40	83	17	76
NC(N)=N/N=C(/c1ccccc1)c1ccc(Cl)cc1	69	83	104	69	-17*	94	19	95
O=C1c2cccc3cccc(c23)C(=O)N1CCCCCCCCCCN1C(=O)c2cccc3cccc(c23)C1=O	100	110	96	109	98	121	110	99
O=C(Nc1ccc(Cn2nnc3c(F)cccc32)cc1)c1ccc(C(F)(F)F)cc1	85	59	73	78	66	83	95	80
CCOc1cc(/C=C/C(=O)C(C(=O)/C=C/c2ccc(OC(=O)CNc3nc4ccccc4[nH]3)c(OCC)c2)C(=O)CNc2nc3ccccc3[nH]2)ccc1OC(=O)CNc1nc2ccccc2[nH]1	-23*	24	-46*	-48*	-12*	32	-33*	nt

By substructure: the entries above containing an NH in an aromatic ring.
SMILES	SN12C	NCI/ADR-RES	ACHN	786-0	CAKI-1	TK-10	IGROV1	UO-31
Cc1cc2c(-c3ccc(NC(=O)[C@H](N)CC(C)(C)C)cc3C)ccnc2[nH]1	94	98	102	49	76	97	107	84
O=c1cc(-c2ccccc2)[nH]c2ncc(-c3ccc(F)cc3)n12	88	45	88	79	48	105	67	69
O=C(O)CCc1nc2c(=O)[nH]c(SCC(=O)O)nc2[nH]c1=O	99	104	105	98	95	105	100	86
COc1ccc(-c2nc(-c3nc4ccc(C)cc4[nH]3)cc3c2[nH]c2ccccc23)cc1	29	19	27	70	44	45	nt	nt
COc1cc2cc(C(=O)N3C[C@@H](CCl)c4c3cc(OC(=O)N(CCC(=O)N3CCN(C)CC3)[C@H]3CCSSC3)c3ccccc43)[nH]c2c(OC)c1OC	-10*	-55*	-6.8*	-80*	14	8.7*	-17*	-27*
Nc1nc2nc(/N=N/SCCO)[nH]c2c(=O)[nH]1	105	100	99	103	92	90	105	91
CC(=O)Nc1ccc2c(c1)[nH]c(=O)c1ccccc12	77	90	108	93	75	77	84	57
N#C/C(=C\c1ccc[nH]1)c1cc2ccccc2[nH]1	72	77	70	93	52	nt	59	55
Nc1ccc2c(c1)[nH]c(=O)c1ccccc12	102	97	106	86	81	130	123	81
CCOc1cc(/C=C/C(=O)C(C(=O)/C=C/c2ccc(OC(=O)CNc3nc4ccccc4[nH]3)c(OCC)c2)C(=O)CNc2nc3ccccc3[nH]2)ccc1OC(=O)CNc1nc2ccccc2[nH]1	-23*	24	-46*	-48*	-12*	32	-33*	nt
